# Assay outcomes as filed in PubChem.
# EP2 antag – human EP2 receptor antagonists, primary screen, TR-FRET cAMP, C6 glioma cells; actives 0.52% (n = 260,000); C6 glioma cells expressing human EP2; cells stimulated with saturating PGE2; inhibition, % at 25 µM; AID 1422, 2008; Prostaglandin E2 receptor EP2 subtype (Homo sapiens), P43116;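 active = percent inhibition above 40 after rounding to a whole number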;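 note: rat C6 glioma host cells with rolipram phosphodiesterase inhibitor present; the protocol text gives 20 µM as final concentration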
# Target sequence (P43116 whole entry, looked up): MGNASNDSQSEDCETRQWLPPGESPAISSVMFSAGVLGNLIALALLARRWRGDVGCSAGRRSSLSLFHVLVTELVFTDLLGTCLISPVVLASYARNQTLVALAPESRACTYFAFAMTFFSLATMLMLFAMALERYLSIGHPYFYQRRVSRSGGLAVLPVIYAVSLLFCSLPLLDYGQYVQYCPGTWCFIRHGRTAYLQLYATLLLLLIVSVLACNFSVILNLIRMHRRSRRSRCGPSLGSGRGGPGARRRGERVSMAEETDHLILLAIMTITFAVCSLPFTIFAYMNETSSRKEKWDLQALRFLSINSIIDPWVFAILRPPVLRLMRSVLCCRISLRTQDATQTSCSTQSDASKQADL
# PPC-1+TRAIL kill – compounds killing PPC-1 cancer cells with TRAIL present, primary screen, TRAIL potentiator project, ATPLite luminescence, uHTS; AID 1443, 2008; PPC-1 cells + TRAIL, ATPLite viability luminescence; actives 0.41% (n = 220,000); cell killing (% activity), % at 4 µM;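 active = cell killing above 50% in the first pass at 4 µM, then a duplicate retest at 5 µM averaging 50% or more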;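 note: plate controls were cells with TRAIL plus DMSO for no effect and medium-only wells lacking cells for full effect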
# L929 necroptosis – inhibitors of zVAD-triggered necroptosis, primary screen, L929 cells; AID 1377, 2008; actives 0.38% (n = 220,000); viability rescue, % at 10 µM; L929 zVAD necroptosis rescue, ATP luminescence, 24 h; with zVAD 60 µM;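 active = activation, scaled between plate controls, above about 75%, limit read from the data; inactive = activation under that limit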;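 note: 0% = zVAD with DMSO and 100% = DMSO alone without zVAD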
# Tb hexokinase – Trypanosoma brucei hexokinase 1 inhibitors, primary screen, biochemical, G6PDH-coupled NADH absorbance, MLSCN library. hexokinase 1 [Trypanosoma brucei]. recombinant TbHK1, G6PDH-coupled NADH A340. inhibition, % at 10 µM. actives 0.11% (n = 220,000). AID 1430, 2008;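 active = inhibition of 50% or more in the single-dose primary screen; inactive = inhibition below 50%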
# Wee1 stabilizer – Wee1 degradation inhibitors, primary screen, cell-based, HeLa, Wee1K328M-luciferase, luminescence. Wee1-like protein kinase (Homo sapiens), P30291. HeLa Luc-Wee1K328M stability; 100% = proteasome inhibitor MG132 effect. reporter increase, % at 5 µM. actives 1.2% (n = 220,000);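 active = activation above the mean of all tested compounds plus 3 SD, set per screening run, cut at about 8.8% in these data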;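 note: cells exposed to compound for 20 h before luminescence read; 0% = DMSO alone and 100% = MG132 at 30 µM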
# Target sequence (P30291 whole entry K328M): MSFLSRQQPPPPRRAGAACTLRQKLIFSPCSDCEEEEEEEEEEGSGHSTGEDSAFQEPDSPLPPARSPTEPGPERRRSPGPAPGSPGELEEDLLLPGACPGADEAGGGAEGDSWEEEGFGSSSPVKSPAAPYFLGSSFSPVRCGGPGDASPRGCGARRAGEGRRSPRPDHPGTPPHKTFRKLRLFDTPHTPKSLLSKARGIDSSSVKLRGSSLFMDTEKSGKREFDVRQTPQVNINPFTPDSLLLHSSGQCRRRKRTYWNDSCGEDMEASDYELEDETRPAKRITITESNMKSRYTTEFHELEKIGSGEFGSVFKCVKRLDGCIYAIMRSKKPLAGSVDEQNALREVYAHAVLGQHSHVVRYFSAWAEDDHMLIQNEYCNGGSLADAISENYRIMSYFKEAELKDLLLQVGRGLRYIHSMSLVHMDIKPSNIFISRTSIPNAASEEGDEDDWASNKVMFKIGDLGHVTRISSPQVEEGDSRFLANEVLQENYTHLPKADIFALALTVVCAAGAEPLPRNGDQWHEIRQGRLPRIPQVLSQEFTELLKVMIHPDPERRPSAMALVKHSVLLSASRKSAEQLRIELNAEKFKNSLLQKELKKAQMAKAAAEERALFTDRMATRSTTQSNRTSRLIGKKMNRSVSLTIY
# FXIa inh – human FXIa protease inhibitors, primary screen, biochemical, 1536-well | Coagulation factor XI (Homo sapiens), P03951 | purified FXIa, Boc-Glu-Ala-Arg-AMC fluorogenic substrate | inhibition, % at 5 µM | actives 0.14% (n = 220,000) | AID 798, 2007;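 active = inhibition of at least 40%; inactive = inhibition below 40%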;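 note: fluorescence of freed AMC excited at 355 nm; 0% = enzyme without compound and 100% = no enzyme blank; many of its hits are not listed in these tables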
# CHOP inh – inhibitors of CHOP promoter induction, primary screen, cell-based, unfolded protein response, luciferase reporter | CHO-K1 CHOP-promoter luciferase, tunicamycin-induced, 15-18 h | inhibition, % at 10 µM | actives 3.8% (n = 220,000);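 active = compounds that reduced the stress-induced luciferase reporter signal by more than about 70% of percent inhibition, limit read from the data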;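 note: 0% = tunicamycin plus vehicle and 100% = wells without tunicamycin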
# TNF necrop inh – inhibitors of TNF-alpha triggered necroptosis, primary screen, cell-based, Jurkat FADD-/-, single concentration. actives 0.068% (n = 220,000). Jurkat FADD-/- TNF necroptosis rescue, ATP luminescence, 24 h; 0 = TNF only, 100 = no-TNF cells. activation (protection from cell death), % at 10 µM;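 active = activation, meaning protection from cell death, of at least 50% relative to plate controls; inactive = activation below 50%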;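 note: necroptosis triggered by 40 ng/mL TNF-alpha added together with compound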
# FXIIa inh 1536 – human FXIIa protease inhibitors, primary screen, biochemical, 1536-well; Coagulation factor XII (Homo sapiens), P00748; purified FXIIa, Boc-QGR-AMC fluorogenic substrate, 2 h; inhibition, % at 5 µM; actives 0.3% (n = 220,000); AID 800, 2007; in the data active = inhibition above about 40%;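 note: 0% = enzyme with no compound and 100% = blank without enzyme; many of its hits are not listed in these tables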
# Numbers without * were called inactive; / = not tested or not shown; & = joins results of further samples.
SMILES,EP2 antag,PPC-1+TRAIL kill,L929 necroptosis,Tb hexokinase,Wee1 stabilizer,FXIa inh,CHOP inh,TNF necrop inh,FXIIa inh 1536
CCN(CC)c1ccc(NC(=O)CSc2nc(C)cc(=O)[nH]2)cc1,12.9,2.4,2.6,-3.8,/,-7.0,-22.2,1.3,-1.5
COCCN(C(=O)CSc1nc2ccc(C)cc2[nH]1)c1c(N)n(Cc2ccccc2)c(=O)[nH]c1=O,9.8,-10.1,2.9,-1.2,0.7,0.0,-14.4,0.4,-0.6
Cc1nc(C(=O)NNC(=O)c2cccc(Cl)c2)c(C(F)(F)F)o1,14.6,0.1,-0.5,-22.1,-3.5,-13.9,-2.7,-0.7,-68.6
CC(C)(C)c1ccc(CSc2nnc(-c3ccccn3)n2Cc2ccco2)cc1,/,-21.1,-0.2,5.2,2.0,-6.4,93.8*,1.2,7.1
O=C(Cn1cnc2c(nnn2-c2ccc(F)cc2)c1=O)N1CCCC1,3.6,6.8,0.8,2.9,-3.3,16.6,-2.8,-1.0,26.9
O=C(OCc1nc2ccc(Cl)cc2n1CCO)c1ccc(O)cc1,6.7,8.2,1.3,-0.7,1.4,14.1,13.7,3.3,23.7
O=[N+]([O-])c1ccc2nc(-c3ccccn3)[nH]c2c1,11.1,19.0,0.0,-35.5,3.8,2.4,-8.1,-8.3,5.8
Cc1cc2cc(CNS(=O)(=O)N(C)C)ccc2[nH]1,9.5,/,3.3,-5.7,-1.0,-0.5,14.2,-0.7,9.6
Cc1oc(-c2ccc(Cl)cc2)nc1CN1CCC(C(=O)NCCCN2CCOCC2)CC1,1.5,20.0,1.0,-1.2,1.4,15.6,-24.1,-5.4,27.7
Cc1cc2nc(SCC(=O)O)nc(C)c2cc1C,28.7,24.2,-0.4,-5.2,4.9,-1.0,1.5,-0.1,13.9
CCn1nnc(NC(=O)c2cccnc2)n1,7.1,7.8,-0.2,4.0,-3.2,8.8,6.5,-2.5,5.0
CCCCNc1cc(C)nc(NCc2ccccc2)n1,19.7,19.7,3.1,10.4,0.3,4.7,/,-9.9,11.4
Cc1ccc(Cn2cnc3c(cnn3C(C)(C)C)c2=O)cc1,0.8,22.0,0.2,-5.7,1.6,5.6,32.8,-0.2,10.8
Cn1c2c(c(=O)n(C)c1=O)CN(CCCN1CCOCC1)CN2,6.1,22.1,-0.2,-2.7,1.9,7.2,-3.4,-1.2,7.6
COc1ccc(OCC(=O)O/N=C(\N)Cc2ccc(Cl)cc2Cl)cc1,13.2,14.7,0.8,1.1,3.0,-7.7,80.5*,1.1,4.5
O=C(COc1ccc(Br)cc1)Nc1nc(-c2cccnc2)cs1,11.1,11.8,2.1,-1.1,-1.2,-0.9,27.1,-0.9,5.4
O=C(NCc1ccccn1)c1cccs1,7.3,9.7,-0.1,5.1,-1.1,4.2,5.9,-1.0,9.9
Cc1nn(Cc2cccc(C(=O)N3N=C(C(F)F)CC3(O)C(F)F)c2)c(C)c1[N+](=O)[O-] (stereo not given),4.8,-0.6,-0.3,-3.7,-1.5,5.0,51.0,-1.8,9.3
Cc1cc(C)c2c(NC(=O)C3CC3)nn(C)c2n1,5.3,0.3,1.6,-3.7,2.3,-4.0,19.6,-0.1,-5.2
Cc1ccc(-c2nc3[nH]c(=O)cc(NC(=O)C(C)C)n3n2)cc1,13.6,18.5,0.4,-3.6,-1.9,2.7,5.2,2.9,11.5
O=C(CSc1nc2ccccc2[nH]1)Nc1ccccc1F,12.1,20.1,0.7,3.0,-1.2,-10.5,17.5,0.9,18.3
O=C(COC(=O)CCCOc1ccc(Cl)cc1Cl)Nc1cccc(Cl)c1,9.6,9.0,0.0,21.9,-1.7,22.7,13.3,1.2,25.9
O=C(c1cccs1)N1CCN(C(=O)C2CCCO2)CC1 (stereo not given),2.0,13.4,0.4,4.0,1.1,7.5,6.8,-1.2,10.3
O=C(Nc1cccc(S(=O)(=O)N2CCCCC2)c1)c1ccc2ncsc2c1,8.7,14.8,0.6,-6.2,-2.4,1.8,29.6,-7.7,16.4
COC(=O)[C@@H](NC(=O)CCc1nnc(-c2ccsc2)o1)C(C)C,9.9,13.9,27.1,-1.6,-1.9,-3.3,-1.2,0.2,8.8
Cc1ccc(NC(=S)NC(=O)c2c(-c3ccccc3Cl)noc2C)cc1,/,9.7,-0.4,6.9,0.1,-5.7,22.3,-3.6,11.5
Cc1cccc(NC(=O)c2cc(NC(=O)C3CCCCC3C(=O)O)ccc2Cl)n1 (stereo not given),11.6,21.5,0.2,-3.9,1.6,6.9,6.7,-1.0,9.5
N#Cc1ccccc1Cn1c(-c2cscn2)nc2ccccc21,5.7,25.1,-0.6,5.8,1.1,0.3,-6.7,-1.6,0.8
O=C(COC(=O)CCN=C1NS(=O)(=O)c2ccccc21)NC1CCCCCCC1,4.1,-7.4,0.0,-4.2,1.8,5.2,-1.6,2.7,5.9
CCOc1ccc(N2C(=O)C3CC(C)=C(C)CC3C2=O)c([N+](=O)[O-])c1 (stereo not given),1.5,0.8,-0.2,-0.2,-1.7,-2.4,17.7,-0.8,9.8
COC(=O)Cn1c(=NC(=O)C2CC2)sc2c(C)cc(C)cc21,10.8,/,0.4,-19.7,-0.2,/,/,-0.8,/
O=C(CCCSc1nc(-c2ccco2)cc(C(F)(F)F)n1)Nc1ccc2c(c1)OCO2,17.2&7.3,6.5,0.5,5.3,5.8,2.9,24.3,-1.2,17.0
O=C(CCNS(=O)(=O)c1ccc(Cl)cc1)N1CCN(Cc2ccccc2)CC1,5.4,25.1,/,-2.4,-0.7,2.9,13.1,2.7,8.2
Cc1nc2ccc(Cl)cc2c(-c2ccccc2)c1CC(=O)O,7.5,8.0,1.5,40.3,1.9,-4.9,12.8,1.6,2.3
Cc1ccc(S(=O)(=O)Nc2ccc3c4c(cccc24)CC3)c(C)c1,8.0,/,0.2,1.3,-0.8,/,/,-14.4,/
O=C(NCC1COCCO1)C1CCN(S(=O)(=O)c2ccccc2)CC1 (stereo not given),2.0,-6.5,0.0,-3.2,-2.6,-1.4,28.0,-1.8,24.7
Cc1noc(C)c1CSCC(=O)OCC(=O)Nc1sccc1C#N,11.3,-20.4,0.1,-2.3,1.6,3.4,12.7,-0.2,21.9
COc1ccc(N2C(=O)C(Cl)=C(N(CCO)Cc3ccccc3)C2=O)cc1,8.2,-7.1,0.0,5.6,1.4,5.6,12.9,-0.1,11.1
COC(=O)c1c(C)[nH]c(C)c1-c1ccc(C)cc1,11.0,-4.1,-0.1,-6.3,0.7,-0.1,11.8,0.1,8.2
O=C(c1ccco1)N1CCN(C(=O)C2c3ccccc3Oc3ccccc32)CC1,19.1,11.7,-0.2,-3.8,-1.9,0.2,13.1,-0.1,14.2
O=c1c2c(nc3n1CCCCC3)-c1ccccc1CC21CCCC1,22.0,5.3,0.8,-5.4,-1.4,6.4,52.2,1.3,5.1
CCOC(=O)c1c(C)[nH]c(C(=O)CSc2nccc(C)n2)c1C,5.4,14.3,-0.2,36.0,4.7,-4.6,30.4,1.2,-6.5
N=c1c2c(-c3ccccc3)c(-c3ccccc3)n(Cc3ccco3)c2ncn1CCCn1ccnc1,12.1,31.3,-1.1,8.1,1.9,-4.2,-44.5,-12.6,0.3
Cc1cc(N/N=C/c2ccco2)c2ccccc2n1,6.0,2.2,0.7,1.3,-0.4,-2.7,7.1,-0.9,2.3
O=C(Nc1ccc([N+](=O)[O-])cc1)Nc1ccc(N2CCOCC2)c2nonc12,9.4,11.6,10.9,-9.1,-2.1,3.6,76.4*,3.3,13.1
Cc1nnc(SCC(=O)Nc2c(Cl)cccc2Cl)[nH]c1=O,10.4,-3.3,1.9,-0.4,-1.6,6.9,-12.5,1.0,17.3
CC(/C=N/NC(=O)c1cccs1)=C\c1ccccc1,7.5,20.6,6.4,-25.4,0.2,-6.4,60.5,0.4,-0.7
Cc1ccc(-c2cc(C(=O)N3CCOCC3)c3ccccc3n2)cc1,13.8,19.5,-0.4,-13.5,0.1,2.6,-10.1,-2.8,14.2
Cc1cccc(-n2c(CNC(=O)c3ccc(S(=O)(=O)N(C)C)cc3)nnc2SCC(=O)Nc2ccc(F)cc2)c1,4.9,25.9,2.6,-9.1,-2.7,-0.5,30.9,0.6,4.6
O=C(Nc1ccccc1)c1ccc(-c2ccccc2Cl)o1,11.1,12.6,16.6,-2.5,6.5,5.4,-3.5,1.1,11.8
CC(C)(C)c1ccc(-c2nnc3sc(-c4ccncc4)nn23)cc1,5.4,1.1,-0.4,-0.4,1.9,8.8,54.6,-5.0,23.9
CC(C)(C)C1CCC(OC(=O)CN2CCOCC2)CC1 (stereo not given),20.7,-10.2,0.0,-8.6,4.1,13.6,17.0,1.1,19.7
NC(=O)C1CCN(C(=O)CSc2nc3ccccc3o2)CC1,/,30.2,0.1,1.5,-0.6,5.5,27.2,-0.4,15.2
COc1cc(/C=C/C2=NC(=O)C(C)(C)O2)ccc1O,4.0,2.5,0.0,-22.8,-3.2,-3.2,22.5,4.0,8.7
c1ccc(-n2nnnc2NC2CCCCCC2)cc1,12.7&5.3,10.5,-0.3,-0.6,-1.4,5.2,-2.5,-3.3,9.0
Cc1cccn2c(=O)c3cc(C(=O)NCC4CCCO4)c(=N)n(CCN4CCOCC4)c3nc12 (stereo not given),/,13.5,-1.2,-5.6,-0.5,-8.0,-5.3,1.6,-2.6
COc1cc(C2c3c(oc4ccccc4c3=O)C(=O)N2Cc2cccnc2)cc(OC)c1OC (stereo not given),10.6,-3.5,-0.1,-13.2,2.9,8.7,-3.0,-2.3,9.1
CC(=O)NC(CC(=O)Nc1cccc(S(=O)(=O)N2CCCCC2)c1)c1ccccc1 (stereo not given),17.0,-32.1,-1.1,-2.3,-2.2,-6.0,16.2,-1.1,2.2
CC(NC(=O)Nc1ccc(O)cc1)(C(F)(F)F)C(F)(F)F,18.9,5.5,1.8,0.3,-1.7,7.0,43.0,-0.2,7.2
CSCCC(=O)Nc1ccc(C(C)=O)cc1,8.0,-8.6,0.0,2.7,1.3,-1.8,-28.3,1.6,-0.7
O=C(OCC(=O)c1c[nH]c2ccccc12)C1=COCCO1,2.7,14.0,0.4,0.3,10.8*,7.0,-33.0,-1.0,6.7
C/C(=N\NC(=O)CN(c1ccc(C)cc1)S(C)(=O)=O)c1cccs1,10.8,4.6,0.3,1.1,-1.2,4.1,-4.1,1.3,5.0

# 2 entries from above in a different format.
Molecule: Cc1cccn2c(=O)c3cc(C(=O)NCC4CCCO4)c(=N)n(CCN4CCOCC4)c3nc12 (stereo not given)
  EP2 antag: /
  PPC-1+TRAIL kill: 13.5
  L929 necroptosis: -1.2
  Tb hexokinase: -5.6
  Wee1 stabilizer: -0.5
  FXIa inh: -8.0
  CHOP inh: -5.3
  TNF necrop inh: 1.6
  FXIIa inh 1536: -2.6

Molecule: COc1cc(C2c3c(oc4ccccc4c3=O)C(=O)N2Cc2cccnc2)cc(OC)c1OC (stereo not given)
  EP2 antag: 10.6
  PPC-1+TRAIL kill: -3.5
  L929 necroptosis: -0.1
  Tb hexokinase: -13.2
  Wee1 stabilizer: 2.9
  FXIa inh: 8.7
  CHOP inh: -3.0
  TNF necrop inh: -2.3
  FXIIa inh 1536: 9.1

# Only part of the results is shown; rates above refer to the full screens.
